Compound activity from PubChem BioAssay.
PfM18AAP inh: blocks P. falciparum M18 aspartyl aminopeptidase; recombinant PfM18AAP, H-Glu-NHMec fluorogenic cleavage; inhibition, % at 7.35 µM; 290,000 tested, 1.2% active; AID 1822;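 active = inhibition above the campaign mean inhibition over all tested compounds plus 3 SD, cut at about 28% in these data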;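 also: 0% = plate median of test compound wells and 100% = 2 mM ZnCl2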
VIM-2 inh: inhibitors of Pseudomonas aeruginosa VIM-2 metallo-beta-lactamase. purified VIM-2, nitrocefin hydrolysis, epi-absorbance fluorescence. inhibition, % at 5.6 µM. 290,000 tested, 0.89% active;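 active = inhibition above the mean of all tested compounds plus 3 SD, cutoff set per screening run, cut at about 7.5% in these data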;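 also: red hydrolysis product quenches plate fluorescence so inhibitors raise well fluorescence; 0% = enzyme with DMSO and 100% = DMSO without enzyme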
IMP-1 inh: inhibitors of Pseudomonas aeruginosa IMP-1 metallo-beta-lactamase; 290,000 tested, 0.45% active; AID 1556; purified IMP-1, nitrocefin hydrolysis, epi-absorbance fluorescence; inhibition, % at 5.6 µM;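 active = inhibition above the mean plus 3 SD of all compounds in the same screening run, cut at about 4.5% in these data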;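 also: 0% = IMP-1 with DMSO and 100% = DMSO wells lacking enzyme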
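System: purified recombinant IMP-1 beta-lactamase. Medium: Zinc- and detergent-supplemented HEPES buffer, pH 7.1. Compound: one 5.6 µM dose […]. Schedule: 15 min preincubation plus 25 min reaction at 25 °C. Technique: Epi-absorbance fluorescence, 480 nm excitation, 530 nm emission.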
pCIP destab: lowers stability of the mouse p/CIP coactivator protein. Q05BA5. F442A p/CIP-EGFP cells, EGFP fluorescence, 16 h. decrease of EGFP signal, % at 10 µM. 290,000 tested, 0.01% active. AID 1984;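 active = EGFP signal decrease of at least 30% at 10 µM or well 3 SD below plate mean, unless failing retest; inactive = the rest, including hits failing retest or dose response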; also: some compounds called inactive have numbers as strong as hits; many of its hits are not listed in these tables
NALP1 yeast inh: NALP1 inhibition; AID 2071; S. cerevisiae NALP1/ASC/caspase-1 growth, X-gal OD620, 72 h; inhibition, % at 10 µM; 280,000 tested, 0.61% active; in the data active = inhibition mostly above about 24%, no sharp cut-off; inactive = mostly below about 32%; also: some compounds called inactive have numbers as strong as hits
IDE act: activators of human insulin-degrading enzyme in cells; P14735; HEK cells, FAbeta-B cleavage, fluorescence polarization; 0% vehicle, 100% cell-free pure enzyme wells; activation, % at 5.96 µM; 340,000 tested, 0.073% active;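 active = activation above the mean of all tested compounds plus 3 SD, set per screening campaign, cut at about 17% in these data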
PHOSPHO1 inh: blocks human PHOSPHO1 phosphatase activity; Q8TCT1; recombinant PHOSPHO1, absorbance phosphatase assay; inhibition, % at 13.3 µM; 290,000 tested, 1.1% active; AID 1565; in the data active = inhibition above about 60%
Target sequence (Q8TCT1 whole entry, looked up): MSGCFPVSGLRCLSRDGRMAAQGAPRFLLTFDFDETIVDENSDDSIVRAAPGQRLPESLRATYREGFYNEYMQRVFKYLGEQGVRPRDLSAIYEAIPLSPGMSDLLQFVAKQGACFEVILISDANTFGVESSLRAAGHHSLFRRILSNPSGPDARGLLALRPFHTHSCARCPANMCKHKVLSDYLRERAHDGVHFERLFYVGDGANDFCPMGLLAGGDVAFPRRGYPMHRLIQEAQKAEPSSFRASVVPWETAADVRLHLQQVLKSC
IDE cell inh: cellular human IDE inhibition; P14735; HEK cells, FAbetaB cleavage, fluorescence polarization; inhibition, % at 5.59 µM; 320,000 tested, 0.41% active; AID 434962;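 active = percent inhibition above the average of all tested compounds plus 3 SD, set per screening campaign, cut at about 16% in these data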;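 also: IDE supplied by intact live HEK cells; FP after avidin binding of uncleaved biotin substrate so inhibition keeps polarization high; 0% = DMSO wells and 100% = 60 µM reference IDE inhibitor Ii1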
GPR7 antagonist: human neuropeptides B/W receptor 1 antagonism; GPR7-expressing cells, fluorescence antagonist assay; 290,000 tested, 1.1% active; AID 1861; inhibition, % at 4.4 µM; P48145; in the data active = inhibition above about 16%, passing the limit was not always enough;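 also: cells stimulated with the agonist NPW; 0% = agonist with vehicle and 100% = vehicle without agonist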
Target sequence (P48145 whole entry, looked up): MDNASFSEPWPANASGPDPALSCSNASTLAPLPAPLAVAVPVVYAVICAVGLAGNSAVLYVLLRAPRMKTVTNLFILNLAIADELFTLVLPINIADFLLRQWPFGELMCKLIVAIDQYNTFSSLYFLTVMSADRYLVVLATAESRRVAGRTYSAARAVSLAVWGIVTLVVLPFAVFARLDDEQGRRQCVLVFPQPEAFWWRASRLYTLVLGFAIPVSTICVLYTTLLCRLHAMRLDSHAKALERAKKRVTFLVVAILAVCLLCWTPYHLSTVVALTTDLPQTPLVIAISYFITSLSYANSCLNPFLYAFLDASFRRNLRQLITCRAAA
An asterisk follows results filed as active; . = not tested or not shown.

[1] CC1(OC(=O)CCc2ccccc2)C(=O)C=C2C=C(c3ccc(C#N)cc3)N(CC3CC3)C=C2C1=O (stereo unspecified)
[2] COc1ccccc1NC(=O)CSc1nnc(COc2ccc(Cl)cc2)n1Cc1ccco1
[3] CCCOC(=O)c1c(NC(=O)C2C3C=CC(C3)C2C(=O)O)sc2c1CCC(C)C2 (stereo unspecified)
[4] COc1ccc(OC)c(NC(=O)C2CC(=O)N(c3ccccc3)C2)c1 (stereo unspecified)
[5] Cc1cc(Nc2cccc(Cl)n2)n(-c2ccccc2)n1
[6] O=C(NCc1ccccc1)C(c1ccccc1)N(C(=O)c1csnn1)C1CCCC1 (stereo unspecified)
[7] CC(C)c1nccn1CCC(=O)O
[8] O=C1c2ccccc2C(=O)N1c1ncn[nH]1

screen / no.	1	2	3	4	5	6	7	8
PfM18AAP inh	.	-5	18	3	-11	-4	-6	44*
VIM-2 inh	.	-2.0	-4.9	-2.6	-1.5	2.5	-3.1	-0.9
IMP-1 inh	.	-3.9	-1.7	-2.8	-2.9	-0.5	0.1	-2.6
pCIP destab	-3	-12	-3	12	-16	12	13	2
NALP1 yeast inh	.	25	-7	9	20	4	9	0
IDE act	-3	5	8	7	4	3	3	6
PHOSPHO1 inh	31	34	-91	11	6	10	6	37
IDE cell inh	2	2	-1	4	-1	3	7	-6
GPR7 antagonist	.	10	4	-8	5	-1	-5	-7

[9] Nc1ccccc1SCc1csc(-c2ccc(Cl)cc2)n1
[10] COc1cc2c3c(c1)C1(C(=O)N3C(C)(C)C=C2C)C(C#N)=C(N)Oc2cc(C)oc(=O)c21 (stereo unspecified)
[11] CCOC(=O)c1nn(-c2ccccc2F)c(C)c1C(C)=O
[12] CC1(C)CC(NC(=O)c2ccccc2Cl)CC(C)(C)N1
[13] CCCC(=O)Nc1ccccc1NC(=O)c1cc(OC)c(OC)c(OC)c1
[14] CCn1c(=O)c2cc(C(=O)N(C)CC(OC)OC)sc2c2ccccc21
[15] O=C(Nc1ccccc1Cl)C(=O)c1cn(CC(=O)N2CCOCC2)c2ccccc12
[16] COc1ccc(/C=N\NC(=O)CCc2c(C)n[nH]c2C)c(OC)c1OC

screen / no.	9	10	11	12	13	14	15	16
PfM18AAP inh	11	-1	4	0	-7	0	5	2
VIM-2 inh	-3.4	-6.1	-2.6	-1.0	-1.0	7.0	-2.5	-4.2
IMP-1 inh	-3.4	-2.4	-3.0	-0.1	-1.5	-2.9	-1.0	-3.2
pCIP destab	2	-7	0	-9	-8	2	-6	-6
NALP1 yeast inh	40*	-4	-2	-9	-4	4	8	25
IDE act	-5	4	-2	4	2	3	-6	3
PHOSPHO1 inh	17	-6	36	7	-4	16	28	13
IDE cell inh	1	.	5	-1	-1	5	3	0
GPR7 antagonist	0	-1	-7	10	-2	11	7	6

[17] COC(=O)c1cccc(NC(=O)NC2CCCN2S(=O)(=O)c2ccc(Cl)cc2)c1 (stereo unspecified)
[18] COc1cc([N+](=O)[O-])ccc1NC(=O)NCc1ccco1
[19] O=C(Cc1ccccc1F)NC1CCSc2ccccc21 (stereo unspecified)
[20] CC(C)Cc1cc(C(=O)Nc2sc3c(c2C#N)CCC3)no1
[21] O=C(c1ccco1)N1CCN(C(=O)C(Cc2ccccc2)NS(=O)(=O)c2cccs2)CC1 (stereo unspecified)
[22] CC(C)(C)N(NS(=O)(=O)c1ccc(F)cc1)c1ccccc1
[23] Cc1ccc(/C=N/NC(=O)c2cccc(S(=O)(=O)N3CCOCC3)c2)o1
[24] Cc1nc(-c2ccc(S(=O)(=O)N3CCN(C(c4ccccc4)c4ccccc4)CC3)s2)cs1

screen / no.	17	18	19	20	21	22	23	24
PfM18AAP inh	4	23	2	-3	2	4	0	-3
VIM-2 inh	-2.3	-4.0	-1.8	-1.2	-2.8	-3.4	-3.5	-3.1
IMP-1 inh	-3.1	-2.6	-0.2	-4.0	-3.5	0.6	-3.1	-3.8
pCIP destab	0	-5	7	5	12	-4	-8	-14
NALP1 yeast inh	28	-17	12	-5	-18	-14	0	.
IDE act	1	3	0	7	3	4	7	2
PHOSPHO1 inh	-23	32	43	10	14	9	37	13
IDE cell inh	.	2	2	1	0	2	1	3
GPR7 antagonist	-6	-10	-13	-10	-10	-9	-1	-16

Record cards, from the list above. Order of screens: PfM18AAP inh	VIM-2 inh	IMP-1 inh	pCIP destab	NALP1 yeast inh	IDE act	PHOSPHO1 inh	IDE cell inh	GPR7 antagonist
Shown for `Cc1nc(-c2ccc(S(=O)(=O)N3CCN(C(c4ccccc4)c4ccccc4)CC3)s2)cs1` : -3	-3.1	-3.8	-14	.	2	13	3	-16
Shown for `CC(C)(C)N(NS(=O)(=O)c1ccc(F)cc1)c1ccccc1` : 4	-3.4	0.6	-4	-14	4	9	2	-9

Continuation:
[25] O=C(COC(=O)CNC(=O)c1ccc(F)cc1)Nc1cccc(S(=O)(=O)N2CCCC2)c1
[26] O=C(OCC#CCSc1nnc(-c2ccccc2)o1)c1cccs1
[27] Cc1ccc[n+](C(C)C(=O)c2ccc(Cl)cc2)c1 (stereo unspecified)
[28] O=C(Cn1cc([N+](=O)[O-])cn1)NCC1CCCO1 (stereo unspecified)
[29] CC(Nc1nc(=S)nc(Nc2ccc(F)cc2)[nH]1)c1ccccc1 (stereo unspecified)
[30] CCc1nn(C(CC)C(=O)NCCCc2ccccc2)c(=O)c2cc3occc3n12 (stereo unspecified)
[31] COc1ccc(-n2nc(C(=O)NCC(=O)NC3CCCC(C)C3C)c3ccccc3c2=O)cc1 (stereo unspecified)
[32] O=C(NCc1cccs1)C(=O)c1cn(CC(=O)N2CCOCC2)c2ccccc12

screen / no.	25	26	27	28	29	30	31	32
PfM18AAP inh	-9	-12	1	-8	1	-7	-2	1
VIM-2 inh	-1.7	-4.2	-2.0	-0.3	0.1	0.5	-2.2	-3.7
IMP-1 inh	-0.8	-3.0	-3.3	-2.1	0.2	1.3	-2.1	-3.4
pCIP destab	2	-11	-6	-5	0	7	-13	-3
NALP1 yeast inh	20	4	.	30	-6	14	12	11
IDE act	2	5	5	1	1	4	-2	3
PHOSPHO1 inh	-30	39	.	13	10	29	2	-4
IDE cell inh	2	-1	-3	-1	4	-2	4	7
GPR7 antagonist	0	3	-6	-9	-8	-2	8	-6

[33] O=C(N/N=C/c1ccccc1O)NC12CC3CC(CC(C3)C1)C2
[34] COC(=O)c1sccc1NC(=O)CC1C(=O)NCCN1C(=O)Nc1ccccc1 (stereo unspecified)
[35] Cc1nnc2sc(-c3ccc(-c4ccc(Cl)c(C(F)(F)F)c4)o3)nn12
[36] Nc1nc(SCCO)[nH]c(=O)c1NC(=O)c1ccc(Br)o1
[37] Cn1c(CNC(=O)C(Cc2ccccc2)NC(=O)c2ccccc2)cc(=O)n(C)c1=O (stereo unspecified)
[38] CC1CC(c2ccccc2)n2nc(NC(=O)CCc3ccccc3)nc2N1 (stereo unspecified)
[39] Cc1oc(S(=O)(=O)N2CCOCC2)cc1C(=O)Nc1ccc(F)cc1
[40] CC(C)(C)c1ccc(C(=O)N2CCCN(c3ccc([N+](=O)[O-])cn3)CC2)cc1

screen / no.	33	34	35	36	37	38	39	40
PfM18AAP inh	-9	-1	.	-12	1	-6	-7	11
VIM-2 inh	-0.6	-2.6	.	1.1	-2.5	-2.0	-0.4	-2.5
IMP-1 inh	-1.4	-2.1	.	-0.7	-4.2	-5.3	-2.4	-1.9
pCIP destab	-9	1	-2	2	-6	2	0	-20
NALP1 yeast inh	12	12	7	-11	20	-5	5	6
IDE act	7	6	3	-3	0	1	8	10
PHOSPHO1 inh	15	20	43	29	24	11	2	33
IDE cell inh	-2	0	-1	2	-4	3	13	4
GPR7 antagonist	-6	-8	.	2	-2	-5	-1	10

[41] CC(C)CC(=O)NC(=S)Nc1nc(-c2cccc3ccccc23)cs1
[42] CCN1CCCC1CNC(=O)CCNC(=O)c1cc(OC)c(OC)c(OC)c1 (stereo unspecified)
[43] COc1cc(/C=N/n2cnnc2)ccc1OCC(=O)N1CCOCC1
[44] Cc1nn2c(NCCN(C)C)c3c(nc2c1-c1ccccc1)CCCC3
[45] CC(C)(CNC(=O)c1ccc([N+](=O)[O-])c(Cl)c1)CNC(=O)c1ccc([N+](=O)[O-])c(Cl)c1
[46] Cc1cc(C)n2nc(SCc3ncc(-c4ccccc4)o3)nc2n1

screen / no.	41	42	43	44	45	46
PfM18AAP inh	-1	6	1	2	3	.
VIM-2 inh	-3.1	-0.4	-4.7	2.2	-3.8	.
IMP-1 inh	-2.8	-3.6	-1.6	-3.9	-1.9	.
pCIP destab	2	-4	-3	-1	-13	-7
NALP1 yeast inh	-7	-3	6	-10	-9	12
IDE act	5	6	6	.	-3	1
PHOSPHO1 inh	13	6	2	29	28	-29
IDE cell inh	-5	0	5	-12	3	4
GPR7 antagonist	-7	-14	-1	12	4	.

Among those listed so far, 8 have a furan ring, fused or not.
[2] COc1ccccc1NC(=O)CSc1nnc(COc2ccc(Cl)cc2)n1Cc1ccco1
[18] COc1cc([N+](=O)[O-])ccc1NC(=O)NCc1ccco1
[21] O=C(c1ccco1)N1CCN(C(=O)C(Cc2ccccc2)NS(=O)(=O)c2cccs2)CC1 (stereo unspecified)
[23] Cc1ccc(/C=N/NC(=O)c2cccc(S(=O)(=O)N3CCOCC3)c2)o1
[30] CCc1nn(C(CC)C(=O)NCCCc2ccccc2)c(=O)c2cc3occc3n12 (stereo unspecified)
[35] Cc1nnc2sc(-c3ccc(-c4ccc(Cl)c(C(F)(F)F)c4)o3)nn12
[36] Nc1nc(SCCO)[nH]c(=O)c1NC(=O)c1ccc(Br)o1
[39] Cc1oc(S(=O)(=O)N2CCOCC2)cc1C(=O)Nc1ccc(F)cc1

screen / no.	2	18	21	23	30	35	36	39
PfM18AAP inh	-5	23	2	0	-7	.	-12	-7
VIM-2 inh	-2.0	-4.0	-2.8	-3.5	0.5	.	1.1	-0.4
IMP-1 inh	-3.9	-2.6	-3.5	-3.1	1.3	.	-0.7	-2.4
pCIP destab	-12	-5	12	-8	7	-2	2	0
NALP1 yeast inh	25	-17	-18	0	14	7	-11	5
IDE act	5	3	3	7	4	3	-3	8
PHOSPHO1 inh	34	32	14	37	29	43	29	2
IDE cell inh	2	2	0	1	-2	-1	2	13
GPR7 antagonist	10	-10	-10	-1	-2	.	2	-1
